# From PubChem
# proCasp7 act = counter-screen: procaspase-7 (human) activation | P55210 | recombinant procaspase-7, Ac-DEVD-pNA absorbance 405 nm; D23A/D198A/D206A triple mutant, cannot self-cleave; scale: DMSO 0, 5 µM enzyme 100 | activation, % at 8.5 µM | 330,000 tested, 0.093% active | AID 463210;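 active means percent activation above the screen-wide mean plus 3 SD, cut at about 25% in these data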
#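 Assay system: Uncleavable procaspase-7 mutant enzyme / Input: 2 µM procaspase-7 mutant as dispensed / Dosing: single nominal 8.5 µM compound dose, 0.8% DMSO final / Timing: 1 h enzyme–compound preincubation and 2 h substrate reaction, both 25 °C / Detection: p-Nitroaniline absorbance at 405 nm, read at 0 and 120 min / Replication: singlicate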
# CTSL1 counter = cathepsin L1 inhibition, PFM18AAP counter-screen; inhibition, % at 5.96 µM; 300,000 tested, 0.49% active; recombinant F. hepatica cathepsin L1, Z-Leu-Arg-MCA fluorescence; AID 1906;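 active means inhibition above the mean of all tested compounds plus 3 SD, set per screening campaign, cut at about 17% in these data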;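 further: 0% = plate median of test compound wells and 100% = 1 µM Z-Phe-Ala-diazomethylketone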
# TPT1 inh = inhibitors of Candida albicans tRNA 2'-phosphotransferase TPT1 | 300,000 tested, 0.81% active | AID 1962 | recombinant caTPT1, FP RNA substrate dephosphorylation | inhibition, % at 5 µM;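 active means inhibition above the mean of all tested compounds plus 3 SD, set per screening campaign, cut at about 24% in these data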;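 further: plate controls were DMSO alone for no effect and ferristatin control at 100 nM for full effect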
# core dimer inh = blocks dimerization of HCV core protein. 300,000 tested, 0.33% active. TR-FRET GST/Flag-core106 dimerization, 1536-well. inhibition, % at 5 µM;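 active means inhibition above the mean of all tested compounds plus 3 SD, set per screening campaign, cut at about 45% in these data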
#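 System: GST-tagged and Flag-tagged HCV core protein residues 1-106 / Input: core106 proteins, GST 13.5 nM and Flag 17 nM / Buffer or medium: KF-containing HEPES buffer, pH 7.45, DTT, CHAPS, BSA / Probe or stimulus: Eu-anti-GST and XL665-anti-Flag labelled anti-tag antibodies / Schedule: 4 h, 22.5 °C incubation / Technique: TR-FRET 671 and 617 nm emission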
# PP5 primary = PP5 (human) phosphatase inhibition. purified PP5c, OMFP substrate fluorescence. inhibition, % at 6.7 µM. 320,000 tested, 0.18% active. AID 1987;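 active means inhibition above the campaign's mean inhibition across all tested compounds plus 3 SD, cut at about 9.5% in these data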;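 further: 0% = DMSO only and 100% = 100 µM cantharidin control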
# PAFAH2 inh = PAFAH2 (human) inhibition; AID 492956; inhibition, % at 3.39 µM; recombinant PAFAH2, FP-rhodamine activity probe, fluorescence polarization; 340,000 tested, 0.99% active;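 active means inhibition above the mean over all tested compounds plus 3 SD, cut at about 30% in these data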;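 further: inhibitors block probe labeling of enzyme so polarization drops; 0% = enzyme with DMSO and 100% = wells lacking PAFAH2 protein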
# AHR activator = activates the human aryl hydrocarbon receptor. AID 2796. P35869. 320,000 tested, 2.5% active. activation, % at 5 µM. AHR-responsive luciferase reporter cells, luminescence; in the data active means activation above about 47%;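 further: 0% = vehicle wells and 100% = reference agonist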
# Target sequence (P35869 whole entry, looked up): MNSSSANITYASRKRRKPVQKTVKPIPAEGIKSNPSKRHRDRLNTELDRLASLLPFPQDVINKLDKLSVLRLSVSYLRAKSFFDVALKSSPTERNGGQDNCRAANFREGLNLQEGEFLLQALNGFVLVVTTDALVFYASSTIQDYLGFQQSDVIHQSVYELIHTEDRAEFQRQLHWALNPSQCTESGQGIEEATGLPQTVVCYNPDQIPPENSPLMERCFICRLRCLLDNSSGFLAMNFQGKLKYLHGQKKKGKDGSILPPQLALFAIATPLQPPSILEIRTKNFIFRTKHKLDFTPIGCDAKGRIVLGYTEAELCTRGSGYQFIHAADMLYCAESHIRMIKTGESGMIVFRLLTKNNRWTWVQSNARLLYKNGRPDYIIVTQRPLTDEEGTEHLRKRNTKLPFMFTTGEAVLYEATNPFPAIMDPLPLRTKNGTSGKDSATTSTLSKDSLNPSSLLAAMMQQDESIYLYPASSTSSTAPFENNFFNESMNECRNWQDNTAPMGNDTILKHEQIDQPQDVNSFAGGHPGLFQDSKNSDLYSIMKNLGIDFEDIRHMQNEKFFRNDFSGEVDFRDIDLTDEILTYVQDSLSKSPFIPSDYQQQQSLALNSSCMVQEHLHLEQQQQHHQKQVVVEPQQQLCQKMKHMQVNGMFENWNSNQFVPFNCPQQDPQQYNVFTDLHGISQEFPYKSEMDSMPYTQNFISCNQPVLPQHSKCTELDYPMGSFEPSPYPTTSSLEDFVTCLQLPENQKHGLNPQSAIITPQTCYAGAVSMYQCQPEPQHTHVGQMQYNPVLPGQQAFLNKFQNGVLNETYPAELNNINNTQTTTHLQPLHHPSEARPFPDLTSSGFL
# PP1 counter = counter-screen for PP5 inhibitors: inhibitors of human PP1-alpha | P62136 | purified PP1alpha, OMFP fluorescence | inhibition, % at 6.7 µM | 320,000 tested, 0.9% active | AID 2235;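 active means inhibition above the mean inhibition of all tested compounds plus 3 SD, computed separately for each screening campaign, cut at about 15% in these data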
# procasp3 activ = activators of human procaspase-3. P42574. recombinant procaspase-3 D3A, Ac-DEVD-pNA absorbance 405 nm. activation, % at 8.5 µM. 330,000 tested, 0.11% active;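 active means activation above the mean of all tested compounds plus 3 SD, cut at about 21% in these data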;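 further: 0% = DMSO alone and 100% = DMSO wells spiked with extra 5 µM PC-3 D3A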
# Target sequence (P42574 whole entry D9A/D28A/D175A): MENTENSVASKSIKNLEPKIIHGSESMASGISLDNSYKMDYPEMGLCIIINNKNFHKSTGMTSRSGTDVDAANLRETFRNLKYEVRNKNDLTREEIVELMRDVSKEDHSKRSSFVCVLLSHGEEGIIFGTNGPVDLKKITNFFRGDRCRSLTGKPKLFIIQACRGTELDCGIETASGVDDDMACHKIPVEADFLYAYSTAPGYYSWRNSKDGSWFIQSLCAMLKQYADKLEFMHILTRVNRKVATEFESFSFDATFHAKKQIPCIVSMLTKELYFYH
#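 Assay system – Procaspase-3 D3A mutant, all three cleavage aspartates alanine · Controls – DMSO-only low control, 5 µM PC-3 D3A high control · Schedule – 1 h compound preincubation, 2 h substrate hydrolysis at 25 °C · Signal – 405 nm absorbance of p-nitroaniline, reads at 0 and 120 min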
# Numbers without * were called inactive; . = not tested or not shown.
# Screens in order – proCasp7 act	CTSL1 counter	TPT1 inh	core dimer inh	PP5 primary	PAFAH2 inh	AHR activator	PP1 counter	procasp3 activ
CN(C)CCN(C(=O)c1ccc2ccccc2c1)c1nc2ccc(F)cc2s1
 : 14	1	-2	-1	-3.1	2	2	-3	15
NS(=O)(=O)c1cccc(C(=O)NC2CCSc3ccccc32)c1 (stereo not drawn)
 : -5	-1	-2	-12	1.8	0	3	4	-5
CC(C)(C)OC(=O)NCc1ccc(CNC(=O)c2nc[nH]c2C(=O)N2CCc3ccccc3C2)cc1
 : 3	.	.	.	-2.2	-3	-1	1	7
Cc1ccc(CNC(=O)/C=C/c2ccc(S(=O)(=O)N3CCOCC3)cc2)cc1
 : 1	-2	3	8	1.9	-1	2	0	2
COc1ccc(SCC(=O)Nc2ccccc2Cl)cc1
 : 7	1	-4	3	-0.3	-1	0	-3	4
CCc1nnc(NC(=O)c2ccc(OCc3c(C)noc3C)c(OC)c2)s1
 : 0	-1	1	-8	-0.8	-1	4	-1	7
CN(CC(=O)Nc1c(Cl)cccc1Cl)C(=O)C1=COCCO1
 : 4	2	0	0	-0.5	-2	2	-4	11
Cc1cccnc1NC(=O)c1cccc(NC(=O)CC2SC(N3CCCCC3)=NC2=O)c1 (stereo not drawn)
 : 3	.	.	.	1.6	-2	1	1	1
COc1ccc(C2c3ccsc3CCN2C(=O)NC(C)(C)C)cc1 (stereo not drawn)
 : 5	-2	4	3	1.0	0	1	-8	-3
COc1ccc(-n2sc3c(c2=S)-c2cc(OC)ccc2NC3(C)C)cc1
 : -7	3	-4	-12	6.8	4	66*	2	-9
COC(=O)c1ccccc1NS(=O)(=O)c1ccc2[nH]c(=O)[nH]c2c1
 : -5	1	5	2	-1.0	1	0	-3	2
Cc1cc(N2CCN(S(=O)(=O)c3ccccc3)CC2)nc2c(C)cccc12
 : 1	-3	-2	9	3.8	-1	68*	-1	3
CC1CCCCN1C(=O)CSc1ccc(-c2ccc(F)cc2)nn1 (stereo not drawn)
 : -4	-4	-4	4	-0.2	3	4	-6	3
CC(C)n1cc(C(N)=S)c(=O)n(Cc2ccccc2)c1=O
 : 2	2	2	-2	-0.4	-4	2	-5	-6
CCCNC(=O)C(Cc1ccc(OC)cc1)NC(=O)c1ccc(C#N)cc1 (stereo not drawn)
 : -12	.	.	.	0.1	-9	1	-3	3
COc1ccc(OC)c(S(=O)(=O)N2CCC3(CC2)CC(=O)c2ccccc2O3)c1
 : 7	2	-3	5	-1.0	2	0	-4	-4
COc1ccc(NC(=O)CCc2nnc3ccc(N4CCC5(CC4)OCCO5)nn23)cc1
 : 3	-3	-3	-8	0.5	-4	2	0	-7
O=C(O)Cn1nc2ccccc2n1
 : 8	-3	2	-1	-0.8	-7	2	-1	1
CC(C)[C@H](NC(=O)N1CCn2c1nc1ccccc12)C(=O)N[C@@H](Cc1ccccc1)C(=O)O
 : -3	1	1	-3	1.6	1	0	5	10
CCOC(=O)N1CCN(C(=O)CN(C2CCCCC2)S(=O)(=O)c2ccc(F)cc2)CC1
 : 6	-3	2	0	2.4	0	-5	-2	8
COc1ccc(Cl)cc1NC(=O)NC(C)C
 : 15	-8	2	2	0.6	-2	0	-2	2
COc1ccc(C(=O)Nc2nnc(S(=O)(=O)N(C)Cc3ccccc3)s2)cc1
 : -1	-3	1	6	-0.3	0	2	-3	-2
COc1cc(OC)cc(N(C(=O)C2COc3ccccc3O2)C(C(=O)NC2CCCCC2)c2ccc(O)cc2)c1 (stereo not drawn)
 : -9	0	-2	15	4.8	-4	10	3	-13
O=c1[nH]c(=O)n(Cc2ccccc2)c2nc(-c3ccc(Oc4ccc(F)cc4)c([N+](=O)[O-])c3)n(CCO)c12
 : 0	-3	0	9	6.1	-10	3	9	-4
CCOC(=O)c1ccc(NC(=O)N2CCCCCC2)cc1
 : -2	-2	-3	-9	-0.6	-3	11	-1	3
COc1ccccc1NC(=O)c1cc(C(=O)Nc2ccccc2OC)n(C)n1
 : -3	2	0	-12	4.0	-4	-8	5	2
N#CCc1c(C#N)c(N)nc(N2CCN(S(=O)(=O)c3ccccc3F)CC2)c1C#N
 : -4	-2	11	21	1.7	6	-2	4	-2
Cc1cc(-c2nnc(SCC(=O)c3ccc(F)cc3)o2)no1
 : -5	7	-2	-7	-0.2	4	-1	2	-3
COC(C(=O)Nc1ccccc1F)c1ccccc1 (stereo not drawn)
 : 4	0	-1	-4	1.6	-4	3	-2	-5
O=C(CC1SC(N2CCCC2)=NC1=O)Nc1ccc(C(=O)Nc2ccccc2)cc1 (stereo not drawn)
 : 9	2	2	2	-2.4	-2	0	-1	0
Cc1cc(C)c(C(=O)NCC(=O)c2ccccc2)c(C)c1
 : -5	-1	-6	0	-0.6	0	-2	2	3
CCOC(=O)N1CCN(C(=O)C(C)N(c2ccccc2)S(C)(=O)=O)CC1 (stereo not drawn)
 : 15	-1	-1	-1	0.1	8	-1	-4	1
Cc1ccc(/C=C/C(=O)Nc2sc3c(c2C#N)CCCC3)o1
 : -2	2	0	37	3.5	-19	2	2	6
CCCn1c(=N)c(C#N)cc2c(=O)n3cccc(C)c3nc21
 : -16	-11	4	-1	-0.7	.	32	-3	-26
Cc1oc2c(cc(NS(=O)(=O)c3ccc(F)cc3)c3ccccc32)c1C(=O)O
 : -9	-2	-1	13	0.2	6	19	3	-7
CCOc1ccccc1N1CCN(C(=O)CNC(=O)c2ccc(OC)c(OC)c2)CC1
 : 11	-5	-1	-1	2.1	6	2	1	1
COc1ccc(C(=O)O)cc1NC(=S)NC(=O)Cc1ccc(Cl)cc1
 : -5	-1	1	6	-0.1	4	2	2	4
O=C(CC(c1ccc(F)cc1)c1ccco1)N1CCOCC1 (stereo not drawn)
 : 1	15	-4	-7	1.4	-2	3	-4	-3
CC(=O)c1cccc(-n2nnnc2SCC(=O)N2CCCC2)c1
 : 15	-1	-2	0	2.8	5	5	-2	2
Cc1cccc(NC(=O)CN2CCN(C(=O)c3c(C)nn(Cc4ccccc4)c3C)CC2)c1C
 : 2	.	.	.	0.0	-3	-1	-6	13

# Quoted at random: two records from the list.
# Screens in order – proCasp7 act	CTSL1 counter	TPT1 inh	core dimer inh	PP5 primary	PAFAH2 inh	AHR activator	PP1 counter	procasp3 activ
COc1ccc(C(=O)O)cc1NC(=S)NC(=O)Cc1ccc(Cl)cc1
 : -5	-1	1	6	-0.1	4	2	2	4
CCOC(=O)N1CCN(C(=O)C(C)N(c2ccccc2)S(C)(=O)=O)CC1 (stereo not drawn)
 : 15	-1	-1	-1	0.1	8	-1	-4	1

# Continuation.
# Screens in order – proCasp7 act	CTSL1 counter	TPT1 inh	core dimer inh	PP5 primary	PAFAH2 inh	AHR activator	PP1 counter	procasp3 activ
C/C(=N/NS(=O)(=O)c1ccc(C)cc1)c1c(O)c2ccccc2oc1=O
 : -3	3	2	5	1.9	9	11	-3	-7
O=C(CCn1c2c(c3ccccc31)CCCC2)NNC(=O)c1cccc([N+](=O)[O-])c1
 : 3	-2	-2	-8	0.5	-1	4	1	2
COCCCNCCOCCOc1ccc(C)cc1Br
 : 4	-1	-5	-10	1.6	4	2	2	3
O=S(=O)(c1ccc(S(=O)(=O)N2CCCC2)cc1)N1CCCCCC1
 : 1	0	3	8	3.4	7	1	-4	-4
O=c1c2ccccc2c(-c2ccccc2)nn1Cc1ccccc1
 : -7	-1	-6	3	0.4	6	0	-3	8
Cn1c(=O)c2c(nc(CN3CCOCC3)n2CC(=O)c2ccccc2)n(C)c1=O
 : -6	2	0	-11	0.3	12	-1	0	4
NC(=O)CN1CCOCCN(CC(N)=O)CCOCC1
 : -1	0	2	-12	1.2	.	-3	-1	4
COCCN(CC1CCCN(C2Cc3ccccc3C2)C1)C(=O)CCC(N)=O (stereo not drawn)
 : 2	0	-1	1	2.1	-3	1	-1	-7
CCc1cc(C(=O)N2CCCC(C(=O)c3ccc(Oc4ccccc4)cc3)C2)n(C)n1 (stereo not drawn)
 : -1	1	1	4	2.0	1	0	8	9
CCn1nnnc1SCC(=O)Nc1ccc2c(c1)OCO2
 : 6	-1	-4	-2	0.1	6	37	1	5
O=C(c1cccc([N+](=O)[O-])c1)N1CCCC(C(=O)N2CCCCCC2)C1 (stereo not drawn)
 : 3	-3	-1	4	-1.4	5	-1	-4	11
CCCNC(=S)N1CCN(c2nc(-c3ccc(C)cc3)cs2)CC1
 : -15	2	0	-5	3.0	6	7	2	-8
CCOC(=O)CC(=O)CSc1ncnc2c1oc1ccccc12
 : -9	8	-2	-4	1.2	2	-1	0	-4
Cn1ccsc1=NC(=O)c1ccccc1F
 : 10	1	-2	6	0.8	4	8	0	5
Cc1ccc(S(=O)(=O)NNC(=O)CCCCC(=O)NNS(=O)(=O)c2ccc(C)cc2)cc1
 : 3	0	-9	-3	1.2	11	-1	-3	3
CCCCN1C[C@H](C)[C@@H](CC(=O)NCc2ccccc2)C1=O
 : -7	0	1	7	-0.2	18	0	0	0
Cc1cc(C)n(-c2ccc(C(=O)OCC(=O)Nc3cc(S(C)(=O)=O)ccc3Cl)cc2)n1
 : 10	.	.	.	0.0	36*	-1	-3	2
CN(C(=S)Nc1ccc(F)cc1)C(c1ccccc1)c1ccccc1
 : -2	4	-5	13	-0.7	-4	1	-1	0
O=C1C=CC(=O)N1Cc1ccccc1
 : -26	1	1	3	2.5	1	-3	3	-22
Cc1cc(C)n(CC(O)CN2C(=O)NC(C)(C)C2=O)n1 (stereo not drawn)
 : -4	-4	-1	1	0.6	4	-3	0	2
CCCCC1C(C#N)=C(C)NC2=C1C(=O)CC(C)(C)C2 (stereo not drawn)
 : 1	3	-6	-1	-1.4	2	4	-1	-2
Cc1cc(SCC(=O)OCC(=O)c2c(N)n(C)c(=O)n(C)c2=O)c(C)cc1Br
 : 9	-21	1	3	1.5	-1	1	0	-2
O=C(COc1ccc(S(=O)(=O)N2CCOCC2)cc1Cl)NCc1ccco1
 : -2	-3	-1	-4	1.8	16	2	1	6
O=C1NC(=O)c2cc(NC(=O)C3COc4ccccc4O3)ccc21 (stereo not drawn)
 : 8	2	1	-6	-1.0	3	-1	0	-7
Cn1nnnc1SCC(=O)Nc1ccccc1-c1ccccc1
 : -2	-1	2	-4	-0.1	11	-1	6	-5
COc1cccc(-c2nnc3sc(-c4ccco4)nn23)c1
 : 3	1	2	0	2.0	5	-8	-1	7
CCC1=C(OC(=O)N(CC)CC)N2C(=O)OC(=NCC(=O)OC)[C@]2(Cc2ccccc2)[C@H]2C1=CC[C@H]1C(=O)N(c3ccccc3)C(=O)[C@H]12
 : 3	2	1	4	2.5	-3	5	3	3
CCc1cccc(NC(=O)CCNS(=O)(=O)c2ccc3[nH]c(=O)oc3c2)c1
 : 11	4	-3	3	0.8	6	5	0	-6
CCn1c(=O)c2ccccc2n2c(SCC(=O)NCc3cccs3)nnc12
 : -2	0	0	-4	1.4	-7	1	-1	0
O=C(Nc1ccc(/C=C/c2nc3ccccc3o2)cc1)c1c(F)cccc1F
 : 15	-1	4	31	2.8	-7	49*	3	-6
